Cneo AK release: Cryptococcus neoformans lysis via adenylate kinase release | C. neoformans lysis, adenylate kinase release luminescence, 4 h; normalised: neutral wells 0, clomiphene wells 100 | lysis activity, % at 15 µM | 360,000 tested, 0.2% active | AID 651654;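 active means mean lysis activity across replicates of at least 80%, whatever share of replicates individually reach that level; inactive means mean lysis activity below 80%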
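Assay system: Cryptococcus neoformans yeast cells / Dosing: single-point compound dose / Timing: 4 h at 37 °C static, read 1 h later / Measured by: luminescence of released adenylate kinase using an AK detection reagent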
SIRT5 block: sirtuin-5 (human) deacylase inhibition | Q9NXA8 | Purified SirT5, succinyl-peptide AMC, trypsin-coupled fluorescence | inhibition, % at 15 µM | 330,000 tested, 1.1% active; in the data active means inhibition above about 15%
Target sequence (Q9NXA8 whole entry, looked up): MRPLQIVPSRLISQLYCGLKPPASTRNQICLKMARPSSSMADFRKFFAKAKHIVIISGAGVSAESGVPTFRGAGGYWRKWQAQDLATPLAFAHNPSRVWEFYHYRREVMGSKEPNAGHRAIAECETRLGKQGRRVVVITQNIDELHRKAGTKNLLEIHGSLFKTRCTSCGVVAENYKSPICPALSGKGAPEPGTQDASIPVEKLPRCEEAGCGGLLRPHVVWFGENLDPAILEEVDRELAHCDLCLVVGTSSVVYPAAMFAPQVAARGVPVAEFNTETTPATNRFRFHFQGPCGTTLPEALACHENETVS
S100A4 MyoIIA: blocks human S100A4 binding to myosin IIA peptide; P26447; AID 652163; S100A4/TAMRA-MyoIIA peptide fluorescence polarization; inhibition, % at 10.7 µM; 360,000 tested, 0.14% active;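 active means mean inhibition of at least 70% across replicates, with every replicate also reaching that level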
Target sequence (P26447 whole entry, looked up): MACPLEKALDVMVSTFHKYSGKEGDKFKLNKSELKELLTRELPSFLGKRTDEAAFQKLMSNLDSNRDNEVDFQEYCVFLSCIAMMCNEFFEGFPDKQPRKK
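Material: S100A4 monomer protein / Buffer or medium: 50 mM HEPES pH 7.2, 10 mM CaCl2, 100 mM KCl / Times: 5 min incubation before reading / Benchmarks: neutral control DMSO, positive control TFP / Reagent: labelled myosin peptide probe, 5 nM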
LGR2 inh: inhibitors of bursicon-induced Drosophila LGR2 receptor cAMP signaling | HEK293 LGR2, CRE-luciferase, bursicon-stimulated, 4 h | inhibition, % at 9.99 µM | 380,000 tested, 0.35% active | AID 720647;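 active means drop in luminescence signal, shown as inhibition above about 50% in the replicate tests, limit read from the data, passing the limit was not always enough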;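 further: agonist challenge used bursicon conditioned medium at about half maximal strength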
PGC1a acetyl inh: lowers PGC1a acetylation signal in U2OS cells | AlphaScreen anti-acetyl-lysine; with virally co-expressed GCN5 acetyltransferase | inhibition, % at 15.6 µM | 350,000 tested, 0.17% active | AID 651687;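 active means every replicate shows inhibition of at least 40%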;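 further: 0% = neutral control wells and 100% = positive control wells; some results beyond the cut were filed as inactive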
XiGFP reactiv: X-chromosome reactivation activator. XiGFP mouse fibroblasts, % GFP-positive cells imaging, 3 d; cells co-treated with 5-aza-dC sensitizer; scaled so ellipticine positive control = 100%. AID 743238. 360,000 tested, 0.055% active. activation, % at 7.58 µM;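 active means mean normalized replicate activation at least 10% and every replicate at or above 10%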;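 further: 0% = median of on-plate neutral control wells and 100% = ellipticine 6 µM median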
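Assay system: SV40-immortalized XiGFP fibroblast cells, line 68-5-11; buffer or medium: DMEM plus 5-aza-dC sensitizer; compound: one concentration, pinned; timing: compounds 3 days, fix/stain 15 min at room temperature; benchmarks: positive control ellipticine, 6 µM final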
ERAP1 inh: ERAP1 (human) enzyme inhibition | inhibition, % at 10.7 µM | recombinant ERAP1, Leu-AMC fluorescence, 60 min | Q9NZ08 | 340,000 tested, 0.15% active | AID 652197;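 active means mean replicate inhibition of at least 30%, or all replicates individually reaching that 30% level; inactive means mean below 30% and not every replicate reaching it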;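 further: 0% = neutral control wells and 100% = L-leucinethiol positive control wells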
C2C12 statin: suppressors of simvastatin-induced myotoxicity in C2C12 myotubes | ATP luminescence, 48 h; scaled: DMSO 0, geranylgeraniol control 100 | rescue of ATP level, % at 7.49 µM | 330,000 tested, 0.78% active | AID 602340;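 active means mean ATP rescue above about 67%, or every replicate alone reaching that limit, limit read from the data, passing the limit was not always enough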;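 further: myotubes were challenged with 10 µM simvastatin during compound exposure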
The depositor's hits bear a star.

CNC(=O)C[C@@H]1CC[C@H]2[C@H](COc3ccc(NC(=O)c4cc(C)on4)cc3C(=O)N2C)O1 was read as Cneo AK release -1, LGR2 inh 0, PGC1a acetyl inh 2, XiGFP reactiv 0.2 and C2C12 statin -3.
Cc1ccc(NC(=O)COC(=O)Cn2cnc3c2c(=O)n(C)c(=O)n3C)cc1Cl was read as Cneo AK release -3, SIRT5 block 0, S100A4 MyoIIA 2, PGC1a acetyl inh 2, XiGFP reactiv 0.7, ERAP1 inh -2 and C2C12 statin 5.
Cc1ccc(SCCN2CCN(CC(C)C)CCC2=O)cc1 was read as Cneo AK release 1, SIRT5 block 1, S100A4 MyoIIA 6, PGC1a acetyl inh -4, XiGFP reactiv -0.1, ERAP1 inh -2 and C2C12 statin -3.
Screening Cc1ccc(NC(=S)NNC(=O)c2ccccc2O)c(C)c1 returned SIRT5 block -2, S100A4 MyoIIA 5, LGR2 inh -21, PGC1a acetyl inh -5, XiGFP reactiv 0.0 and ERAP1 inh -2.
For COc1ccc(C2(NC(C)=O)CCN(Cc3cccnc3)CC2)cc1 the results were Cneo AK release -2, SIRT5 block -1, S100A4 MyoIIA -10, LGR2 inh 3, PGC1a acetyl inh -7, XiGFP reactiv 0.0, ERAP1 inh 3 and C2C12 statin 12.
NC(=O)C1CCN(c2nc(-c3ccccc3C(F)(F)F)cs2)CC1 was read as Cneo AK release -2, LGR2 inh -86, PGC1a acetyl inh -12, XiGFP reactiv 0.1 and C2C12 statin -10.
Cc1[nH]c2ccccc2c1N=Nc1cccc(C(=O)O)c1 was read as SIRT5 block -3, S100A4 MyoIIA -1, LGR2 inh -67, XiGFP reactiv 0.0 and ERAP1 inh -31.
O=C(NCCc1ccccc1)[C@@H]1[C@@H](CO)[C@@H]2Cn3c(ccc(-c4ccccc4)c3=O)[C@H]1N2 was read as Cneo AK release -3, SIRT5 block -37, S100A4 MyoIIA -4, LGR2 inh 2, PGC1a acetyl inh 5, XiGFP reactiv 0.6, ERAP1 inh 0 and C2C12 statin 3.
For COc1cc2cc(C[C@H](C)O)oc(=O)c2cc1OC the results were Cneo AK release 7, LGR2 inh -6, PGC1a acetyl inh 1, XiGFP reactiv 0.1 and C2C12 statin 9.
`COc1ccc(/C=C/C(=O)c2ccc([N+](=O)[O-])o2)cc1OC` gave SIRT5 block -3, S100A4 MyoIIA -2, LGR2 inh 99*, XiGFP reactiv 14* and ERAP1 inh 1.
CCN(CC)CCNC(=O)c1ccc(NC(=O)c2c(C)nn(-c3ccc(F)cc3)c2Cl)cc1 was read as Cneo AK release -2, SIRT5 block 2, S100A4 MyoIIA 0, LGR2 inh 13, XiGFP reactiv 0.0, ERAP1 inh 0 and C2C12 statin -15.
For CCCNC(=O)C[C@H]1CC[C@H]2[C@H](COc3ccc(NC(=O)Cc4ccccc4)cc3C(=O)N2C)O1 the results were Cneo AK release 1, SIRT5 block -6, S100A4 MyoIIA -7, LGR2 inh -3, PGC1a acetyl inh -4, XiGFP reactiv 0.3, ERAP1 inh -1 and C2C12 statin 28.
Screening CC1CN(c2ccccn2)C(C)CN1C(=S)Nc1ccccc1 (configuration not stated) returned Cneo AK release 3, SIRT5 block 5, S100A4 MyoIIA 1, LGR2 inh 7, XiGFP reactiv -0.1, ERAP1 inh 0 and C2C12 statin 2.
O=C(NCCc1cn2ccccc2n1)C1CCCCC1 was read as Cneo AK release 7, SIRT5 block -9, S100A4 MyoIIA -2, LGR2 inh 6, XiGFP reactiv 0.3, ERAP1 inh -3 and C2C12 statin 11.
Cc1ccc(-c2[nH]c3ccccc3c2SCCN)cc1 was read as SIRT5 block -2, S100A4 MyoIIA -26, LGR2 inh -6, PGC1a acetyl inh -12, XiGFP reactiv -0.3, ERAP1 inh 0 and C2C12 statin -10.

The last 6 entries of the part above are carried over, then new ones follow:
`COc1ccc(/C=C/C(=O)c2ccc([N+](=O)[O-])o2)cc1OC` gave SIRT5 block -3, S100A4 MyoIIA -2, LGR2 inh 99*, XiGFP reactiv 14* and ERAP1 inh 1.
CCN(CC)CCNC(=O)c1ccc(NC(=O)c2c(C)nn(-c3ccc(F)cc3)c2Cl)cc1 was read as Cneo AK release -2, SIRT5 block 2, S100A4 MyoIIA 0, LGR2 inh 13, XiGFP reactiv 0.0, ERAP1 inh 0 and C2C12 statin -15.
For CCCNC(=O)C[C@H]1CC[C@H]2[C@H](COc3ccc(NC(=O)Cc4ccccc4)cc3C(=O)N2C)O1 the results were Cneo AK release 1, SIRT5 block -6, S100A4 MyoIIA -7, LGR2 inh -3, PGC1a acetyl inh -4, XiGFP reactiv 0.3, ERAP1 inh -1 and C2C12 statin 28.
Screening CC1CN(c2ccccn2)C(C)CN1C(=S)Nc1ccccc1 (configuration not stated) returned Cneo AK release 3, SIRT5 block 5, S100A4 MyoIIA 1, LGR2 inh 7, XiGFP reactiv -0.1, ERAP1 inh 0 and C2C12 statin 2.
O=C(NCCc1cn2ccccc2n1)C1CCCCC1 was read as Cneo AK release 7, SIRT5 block -9, S100A4 MyoIIA -2, LGR2 inh 6, XiGFP reactiv 0.3, ERAP1 inh -3 and C2C12 statin 11.
Cc1ccc(-c2[nH]c3ccccc3c2SCCN)cc1 was read as SIRT5 block -2, S100A4 MyoIIA -26, LGR2 inh -6, PGC1a acetyl inh -12, XiGFP reactiv -0.3, ERAP1 inh 0 and C2C12 statin -10.
CC(C(=O)N1CCC(C(N)=O)CC1)N(c1ccc(Oc2ccccc2)cc1)S(C)(=O)=O (configuration not stated) was read as Cneo AK release 0, LGR2 inh 6, PGC1a acetyl inh -57 and C2C12 statin 32.
NC(=S)N/N=C/c1ccc2c(c1)OCCO2 was read as SIRT5 block 4, S100A4 MyoIIA -1, LGR2 inh -30, XiGFP reactiv 0.1 and ERAP1 inh 4.
For CCCS(=O)(=O)N1CCC(Cc2ccc(OC)cc2)(C(=O)OCC)CC1 the results were SIRT5 block -3, S100A4 MyoIIA 1, LGR2 inh -17, PGC1a acetyl inh -7, XiGFP reactiv 0.0 and ERAP1 inh 1.
For COc1ccccc1OCCCOc1c(Cl)cc(C)cc1Cl the results were Cneo AK release -2, SIRT5 block 0, S100A4 MyoIIA -1, LGR2 inh -9, PGC1a acetyl inh 3, XiGFP reactiv 0.0 and ERAP1 inh 1.
Screening COc1cc(-c2cc(OC)c(O)c(OC)c2)cc(OC)c1O returned Cneo AK release 0, SIRT5 block -3, S100A4 MyoIIA 0, LGR2 inh 11, PGC1a acetyl inh -11, XiGFP reactiv 0.1, ERAP1 inh -1 and C2C12 statin -5.
CCCNC(=O)C1CC(c2cccc(F)c2)=NO1 (configuration not stated) was read as Cneo AK release 0, S100A4 MyoIIA 3, LGR2 inh -5, PGC1a acetyl inh 5, XiGFP reactiv 0.0, ERAP1 inh 3 and C2C12 statin -2.
Cc1cc2oc(=O)cc(CN3CCCCC3)c2cc1Cl was read as Cneo AK release -3, SIRT5 block 1, S100A4 MyoIIA 1, PGC1a acetyl inh -11, XiGFP reactiv -0.1, ERAP1 inh 1 and C2C12 statin 11.
Cc1cccc(OCc2nnc(SCC(=O)N3CC(=O)Nc4ccccc43)o2)c1 was read as SIRT5 block -4, S100A4 MyoIIA -7, LGR2 inh 1, PGC1a acetyl inh 2, XiGFP reactiv -0.3 and ERAP1 inh 3.
O=C(Nc1c(C(=O)O)[nH]c2ccc(F)cc12)c1cccc(C(F)(F)F)c1 was read as SIRT5 block -2, S100A4 MyoIIA -16, LGR2 inh -2, PGC1a acetyl inh -17, XiGFP reactiv 0.3 and ERAP1 inh 17.
Screening Cc1cccc(C)c1-n1c(C)cc(/C=N/NC(=O)CSc2ncccn2)c1C returned SIRT5 block 11, S100A4 MyoIIA 26, LGR2 inh -10, XiGFP reactiv 0.0 and ERAP1 inh -2.
Screening O=C(NNC(=O)c1cccs1)c1ccccc1 returned SIRT5 block 3, S100A4 MyoIIA 2, LGR2 inh 13, PGC1a acetyl inh -1, XiGFP reactiv 0.1 and ERAP1 inh -1.
For Cn1cc(CN2CCN(Cc3ccccc3)CC2)c(-c2cccc(Cl)c2)n1 the results were SIRT5 block -6, S100A4 MyoIIA 1, LGR2 inh -7, PGC1a acetyl inh -6, XiGFP reactiv 0.0 and ERAP1 inh -8.
Screening CC(=O)Nc1ccc(NC(=O)CSc2nnnn2-c2ccc3c(c2)OCCO3)cc1 returned SIRT5 block 3, S100A4 MyoIIA -3, LGR2 inh 3, PGC1a acetyl inh 0, XiGFP reactiv 0.0, ERAP1 inh -2 and C2C12 statin -19.
Screening C[C@@H]1CN([C@@H](C)CO)C(=O)c2cc(C#CC3(O)CCCC3)cnc2O[C@H]1CN(C)C(=O)Nc1ccc2c(c1)OCO2 returned Cneo AK release 0, SIRT5 block 2, S100A4 MyoIIA 1, LGR2 inh -13, PGC1a acetyl inh -1, XiGFP reactiv 0.3, ERAP1 inh 0 and C2C12 statin 0.
Screening Cc1nc(-c2ccc(S(=O)(=O)Nc3cccc(Cl)c3)cc2)co1 returned Cneo AK release 1, SIRT5 block -2, S100A4 MyoIIA 0, LGR2 inh -4, PGC1a acetyl inh -3, XiGFP reactiv 0.2, ERAP1 inh -1 and C2C12 statin 7.

Source: PubChem (Broad Institute)

Not all compounds are listed; rates above refer to the full screens.
